Source: PubChem
LYPLA2 inh: LYPLA2 inhibitors, primary screen, counter-screen for PME1 inhibitor project, biochemical, fluorescence polarization, FP-Rh probe ABPP | Acyl-protein thioesterase 2 (Homo sapiens), O95372 | recombinant LYPLA2 | actives 0.38% (n = 320,000) | inhibition, % at 5.9 µM;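 active = inhibition above the screen-wide mean plus 3 SD, limit set per campaign, cut at about 26% in these data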;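 note: 0% = LYPLA2 with DMSO and 100% = wells lacking LYPLA2 enzyme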
Target sequence (O95372 whole entry, looked up): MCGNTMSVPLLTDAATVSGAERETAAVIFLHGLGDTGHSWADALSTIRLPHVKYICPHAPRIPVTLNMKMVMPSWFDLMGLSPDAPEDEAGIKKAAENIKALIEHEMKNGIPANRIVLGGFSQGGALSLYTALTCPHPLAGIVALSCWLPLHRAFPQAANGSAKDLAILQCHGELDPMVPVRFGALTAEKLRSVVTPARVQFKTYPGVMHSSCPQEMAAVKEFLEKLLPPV
ZTA DNA inh: counter-screen for EBNA-1 inhibitors: inhibitors of Epstein-Barr virus ZTA; P03206; AID 2234; inhibition, % at 11 µM; ZTA-DNA binding, fluorescence polarization; actives 0.15% (n = 320,000); in the data active = inhibition above about 33%
PREPL inh: PREPL enzyme inhibitors, primary screen, biochemical, fluorescence polarization; recombinant PREPL, fluorescence polarization activity-based probe; inhibition, % at 5.96 µM; actives 0.68% (n = 320,000); in the data active = inhibition above about 43%;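 note: 0% = enzyme with DMSO and 100% = wells lacking enzyme; many of its hits are not listed in these tables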
Target sequence (Q4J6C6 whole entry, looked up): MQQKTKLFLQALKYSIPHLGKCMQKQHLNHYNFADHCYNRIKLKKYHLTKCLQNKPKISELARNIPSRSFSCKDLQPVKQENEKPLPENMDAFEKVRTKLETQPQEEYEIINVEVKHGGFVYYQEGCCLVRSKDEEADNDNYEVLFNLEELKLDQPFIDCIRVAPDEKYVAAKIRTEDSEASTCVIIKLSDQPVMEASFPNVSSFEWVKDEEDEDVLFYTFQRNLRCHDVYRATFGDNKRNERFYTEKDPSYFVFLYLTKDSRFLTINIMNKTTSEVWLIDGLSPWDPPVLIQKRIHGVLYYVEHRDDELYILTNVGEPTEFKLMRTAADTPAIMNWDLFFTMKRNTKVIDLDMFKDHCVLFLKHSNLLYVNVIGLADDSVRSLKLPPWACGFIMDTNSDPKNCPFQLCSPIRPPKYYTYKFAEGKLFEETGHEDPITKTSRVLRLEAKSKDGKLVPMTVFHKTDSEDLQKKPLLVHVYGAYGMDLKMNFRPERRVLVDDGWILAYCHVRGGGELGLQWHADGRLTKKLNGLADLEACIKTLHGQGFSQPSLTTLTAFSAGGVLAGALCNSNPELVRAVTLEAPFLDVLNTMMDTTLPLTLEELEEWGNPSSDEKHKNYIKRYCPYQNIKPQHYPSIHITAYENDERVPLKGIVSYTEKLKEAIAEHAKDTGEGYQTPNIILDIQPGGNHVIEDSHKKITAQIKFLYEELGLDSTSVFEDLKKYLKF
LYPLA1 inh: LYPLA1 inhibitors, primary screen, counter-screen for PME1 inhibitor project, biochemical, fluorescence polarization, FP-Rh probe ABPP. Acyl-protein thioesterase 1 (Homo sapiens), O75608. recombinant LYPLA1. inhibition, % at 5.9 µM. actives 0.16% (n = 320,000). AID 2174, 2009;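 active = inhibition above the mean of all tested compounds plus 3 SD, set per campaign, cut at about 14% in these data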;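 note: inhibitors block serine hydrolase probe labeling of LYPLA1 so polarization falls; 0% = enzyme with DMSO and 100% = wells lacking LYPLA1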
PAFAH2 inh: PAFAH2 enzyme inhibitors, primary screen, biochemical, fluorescence polarization, human. Platelet-activating factor acetylhydrolase 2, cytoplasmic (Homo sapiens), Q99487. recombinant PAFAH2, FP-rhodamine activity probe. inhibition, % at 3.39 µM. actives 0.99% (n = 340,000);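 active = inhibition above the mean over all tested compounds plus 3 SD, cut at about 30% in these data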;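 note: inhibitors block probe labeling of enzyme so polarization drops; 0% = enzyme with DMSO and 100% = wells lacking PAFAH2 protein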
PAFAH1B3 FP inh: PAFAH1B3 enzyme inhibitors, primary screen, biochemical, fluorescence polarization, human; inhibition, % at 3.39 µM; actives 0.28% (n = 340,000); recombinant PAFAH1B3, FP-rhodamine probe;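 active = inhibition above the screen-wide average of all tested compounds plus 3 SD, cut at about 25% in these data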;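 note: 0% = enzyme with DMSO only and 100% = wells lacking PAFAH1B3 protein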
PAFAH1B2 inh: PAFAH1B2 enzyme inhibitors, primary screen, biochemical, fluorescence polarization, human | Platelet-activating factor acetylhydrolase IB subunit alpha2 (Homo sapiens), P68402 | recombinant PAFAH1B2, FP-rhodamine activity probe | inhibition, % at 3.39 µM | actives 1.2% (n = 340,000) | AID 492953, 2010;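 active = inhibition above the mean of all tested compounds plus 3 SD, cut at about 24% in these data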;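 note: 0% = enzyme with DMSO and 100% = wells lacking PAFAH1B2; many of its hits are not listed in these tables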
pPAFAH inh: pPAFAH enzyme inhibitors, primary screen, biochemical, fluorescence polarization, human; Platelet-activating factor acetylhydrolase (Homo sapiens), Q13093; actives 1.5% (n = 330,000); recombinant pPAFAH, FP-rhodamine probe fluorescence polarization; inhibition, % at 3.39 µM;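 active = inhibition above the mean inhibition across the screen plus 3 SD, cut at about 25% in these data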;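 note: inhibitors block binding of the rhodamine activity-based probe so polarization drops; 0% = enzyme with DMSO and 100% = wells lacking pPAFAH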
EBNA-1 inh: EBNA-1 DNA-binding inhibitors, primary screen, biochemical, fluorescence polarization; inhibition, % at 14.8 µM; AID 1950, 2009; actives 0.34% (n = 300,000); in the data active = inhibition above about 28%
An asterisk follows results filed as active; x = not tested or not shown. Not all compounds are listed, so the mix of outcomes need not match the whole.

A first look (3 entries):
SMILES	LYPLA2 inh	ZTA DNA inh	PREPL inh	LYPLA1 inh	PAFAH2 inh	PAFAH1B3 FP inh	PAFAH1B2 inh	pPAFAH inh	EBNA-1 inh
CCN1CCN(C(=O)Cn2ncc3c([nH]c4ccccc43)c2=O)CC1	6	8	4	-3	2	4	-4	3	-3
Cc1ccc(C)c(N2CCN(CCN3CCCCC3)CC2)c1	2	-1	-5	-2	-8	2	3	6	1
Cc1cccc(N2C(=O)C(Cl)=C(Nc3c(C)n(C)n(-c4ccccc4)c3=O)C2=O)c1C	0	0	7	-1	0	4	2	1	9

This part in full, from the first entry:
SMILES	LYPLA2 inh	ZTA DNA inh	PREPL inh	LYPLA1 inh	PAFAH2 inh	PAFAH1B3 FP inh	PAFAH1B2 inh	pPAFAH inh	EBNA-1 inh
CCN1CCN(C(=O)Cn2ncc3c([nH]c4ccccc43)c2=O)CC1	6	8	4	-3	2	4	-4	3	-3
Cc1ccc(C)c(N2CCN(CCN3CCCCC3)CC2)c1	2	-1	-5	-2	-8	2	3	6	1
Cc1cccc(N2C(=O)C(Cl)=C(Nc3c(C)n(C)n(-c4ccccc4)c3=O)C2=O)c1C	0	0	7	-1	0	4	2	1	9
COc1ccc(NC(=O)C(=O)Nc2cccc3ccccc23)c(OC)c1	2	10	-1	4	2	11	2	1	6
O=C(Nc1ccncc1)c1sc2ccccc2c1Cl	-1	0	-4	-5	-4	10	5	-2	6
Cc1cc(C)nc(NS(=O)(=O)c2ccc(N3Cc4ccccc4C3=O)cc2)n1	-3	1	-7	0	6	1	7	-5	10
CC(C)c1csc(CN2CCC(CO)(Cc3cccc(F)c3)CC2)n1	-1	-5	-20	-4	0	1	8	3	3
CCOC(=O)C1(CCOc2ccccc2)CCN(Cc2cc(OC)cc(OC)c2)CC1	4	1	-52	1	-1	4	6	-3	-1
CN=c1scc(-c2cccs2)n1/N=C/c1ccccc1O	1	-6	14	-3	1	6	5	6	5
O=C(N/N=C/c1ccncc1)C1CC1(c1ccccc1)c1ccccc1 (stereo unspecified)	-3	16	0	-2	2	-4	6	3	10
Cc1ccc(N2C(N)=C(C#N)C(c3ccsc3)C3=C2CC(C)(C)CC3=O)cc1 (stereo unspecified)	3	7	13	-2	-1	15	1	3	-9
CC1=N/C(=C\c2ccc([N+](=O)[O-])cc2)C(=O)N1c1ccc(F)cc1F	-8	-11	0	2	0	10	-2	-1	-1
CCc1ccc(OCCCC(=O)Nc2nnc(C3CCCO3)s2)cc1 (stereo unspecified)	4	4	-5	1	-4	12	-2	14	2
Cc1cc(C(=O)NCCC2=CCCCC2)ccc1[N+](=O)[O-]	-2	-14	11	-2	x	x	x	-2	-13
CC1CCN(C(=O)COC(=O)c2cc(Cl)c3c(c2)OCO3)CC1	4	-18	14	1	-6	6	-5	1	x
Cc1ccc(S(=O)(=O)N2CCN(c3ncnc4sccc34)CC2)cc1	0	5	-57	-2	1	5	2	1	11
O=C(Nc1cccc(S(=O)(=O)N2CCCC2)c1)c1ccc(Cl)nc1	x	x	-2	x	6	4	7	-1	x
Cc1ccc(/C=C2\CCOC2=O)cc1	-2	12	-2	-1	2	6	3	1	-5
Cc1ccc(-c2cn3cccnc3n2)cc1NC(=O)c1c(-c2ccccc2Cl)noc1C	-5	-1	5	-3	-5	-2	6	1	5
O=C(Nc1sc2c(c1CN1CCOCC1)CCC2)c1ccc(F)cc1	0	-13	3	-3	10	4	-1	6	2
Cc1ccc(C2CC(c3cccc(NS(C)(=O)=O)c3)=NN2S(C)(=O)=O)cc1 (stereo unspecified)	-2	1	-3	-4	9	5	3	6	13
CCn1cc(C(=O)NCC2CCCO2)c(=O)c2cc(S(=O)(=O)N(C)C3CCCCC3)ccc21 (stereo unspecified)	-3	-5	6	1	0	5	7	0	-18
CC(C)(C)c1csc(NNC(=O)c2ccc(Br)cc2)n1	6	2	1	2	-1	10	7	6	1
COc1ccc(S(=O)(=O)Nc2nc3c(s2)C(=O)CC(C)(C)C3)cc1	1	-6	9	-6	13	-2	1	1	-11
O=C(NCc1ccc2c(c1)OCO2)C1CCN(S(=O)(=O)c2ccc(F)cc2)CC1	-2	21	-2	-2	1	-1	9	6	3

Quoted from the results shown for reference:
SMILES	LYPLA2 inh	ZTA DNA inh	PREPL inh	LYPLA1 inh	PAFAH2 inh	PAFAH1B3 FP inh	PAFAH1B2 inh	pPAFAH inh	EBNA-1 inh
CCN1CCN(C(=O)Cn2ncc3c([nH]c4ccccc43)c2=O)CC1	6	8	4	-3	2	4	-4	3	-3
Cc1ccc(C)c(N2CCN(CCN3CCCCC3)CC2)c1	2	-1	-5	-2	-8	2	3	6	1
Cc1cccc(N2C(=O)C(Cl)=C(Nc3c(C)n(C)n(-c4ccccc4)c3=O)C2=O)c1C	0	0	7	-1	0	4	2	1	9
COc1ccc(NC(=O)C(=O)Nc2cccc3ccccc23)c(OC)c1	2	10	-1	4	2	11	2	1	6
O=C(Nc1ccncc1)c1sc2ccccc2c1Cl	-1	0	-4	-5	-4	10	5	-2	6
Cc1cc(C)nc(NS(=O)(=O)c2ccc(N3Cc4ccccc4C3=O)cc2)n1	-3	1	-7	0	6	1	7	-5	10
CC(C)c1csc(CN2CCC(CO)(Cc3cccc(F)c3)CC2)n1	-1	-5	-20	-4	0	1	8	3	3

Going on with the list:
SMILES	LYPLA2 inh	ZTA DNA inh	PREPL inh	LYPLA1 inh	PAFAH2 inh	PAFAH1B3 FP inh	PAFAH1B2 inh	pPAFAH inh	EBNA-1 inh
CC(C)c1[nH]c(=O)c(C#N)c2c1COC(C)(C)C2	-2	6	2	-2	11	14	4	2	15
CN(C)C(=O)N1CCC(C(=O)NCc2ccc(F)cc2)CC1	9	12	3	0	0	6	1	-4	-9
NC(=O)c1ccsc1NC(=O)CS(=O)(=O)c1ccc(Cl)cc1	-5	4	8	-9	4	7	2	-3	-3
C=CCn1c(O)c(N=NC(=O)c2ccc3c(c2)OCO3)c2ccccc21	-3	-21	5	-1	-1	10	2	4	-4
CCC(=O)N1CCCc2cc(S(=O)(=O)CCC(=O)Nc3ccccc3C)ccc21	14	-6	8	5	4	6	3	4	0
Cn1c(=O)n(C)c2cc(S(=O)(=O)Nc3ccccc3)ccc21	1	-2	4	-1	-2	-5	-3	10	-9
CCCOc1ccc(C2C(C(=O)c3ccc(C)o3)=C(O)C(=O)N2CCCn2ccnc2)cc1 (stereo unspecified)	3	-6	9	-5	3	3	1	4	9
CCOC(=O)C1=C(c2ccccc2)NC(=S)NC1c1ccc(C)c([N+](=O)[O-])c1 (stereo unspecified)	0	11	-5	2	0	0	1	-5	24
O=C(Nc1ccccc1)c1ccc2nsnc2c1	-5	6	15	-5	-1	3	-4	-5	-8
CC(CC(=O)NCc1ccc(Cl)cc1)c1ccccc1 (stereo unspecified)	7	6	-8	-1	1	16	7	8	8
Cc1ccc(C(=O)NCC(=O)NC2CC2)cc1	x	x	8	x	3	8	8	2	x
COc1cc(NS(=O)(=O)c2ccc3c(c2)C(C)(C)C(=O)N3C)cc(OC)c1	0	-22	15	-4	3	9	-2	3	-9
N/C(=N\OC(=O)Cc1ccc(-c2ccccc2)cc1)c1cccnc1	2	-9	-5	-2	-10	8	0	-1	-12
Cc1ccc(NC(=O)c2cccnc2C(=O)O)nc1	-1	22	-5	0	-10	3	0	-10	15
Cn1nnc2sc3c(c2c1=O)CCCC3	-7	-3	-4	1	5	4	-3	1	4
Cc1cc(/C=C2\C(=N)N3N=C(S(C)(=O)=O)SC3=NC2=O)c(C)n1Cc1ccccc1	-10	-4	4	-8	-5	5	17	-4	7
O=P(CCC(F)(F)F)(CCC(F)(F)F)CCC(F)(F)F	0	-20	12	-2	-1	-3	8	-1	0
CCCCCN(C(=O)CCC(=O)OCC(=O)Nc1cccc(CC)c1)c1c(N)n(CCCC)c(=O)[nH]c1=O	5	-2	3	1	16	2	3	3	-17
COc1ccc(NC(=O)Cc2ccccc2)cc1	4	25	3	5	-2	2	5	5	7
COc1cc(OC)c2c(c1)OC(=O)CC2c1cc(OC)c(OC)c(OC)c1 (stereo unspecified)	x	x	x	x	4	8	1	0	x
CCN1C(=NCCc2cccs2)N[C@@H](c2cccs2)C(C(=O)OC)=C1C	4	-6	11	3	-5	10	1	3	-1
CCCc1nc2nc(C)c(NS(=O)(=O)c3ccc(F)cc3)c(=O)n2[nH]1	-1	8	-1	3	-8	7	-3	-1	0
CCCNc1c(NC(=O)COc2ccc(Cl)cc2)c(=O)oc2ccccc12	4	9	0	1	15	9	7	10	2
CC1CCCCN1C(=O)CSc1nc2ccsc2c(=O)n1Cc1ccccn1 (stereo unspecified)	-1	6	10	1	5	4	2	8	-2
COc1ccc(NC(=O)c2c(N)no[n+]2[O-])cc1	5	7	-9	5	1	0	0	2	-3
Next section
SMILES	LYPLA2 inh	ZTA DNA inh	PREPL inh	LYPLA1 inh	PAFAH2 inh	PAFAH1B3 FP inh	PAFAH1B2 inh	pPAFAH inh	EBNA-1 inh
COc1cccc(-c2nc(CS(=O)(=O)CC(=O)Nc3c(C)cccc3C)c(C)o2)c1	-1	1	-2	-3	5	-9	5	8	2
COc1ccc(-n2c(SCC(=O)NCC3CCCO3)nc3c(c2=O)SCC3)cc1OC (stereo unspecified)	4	-6	4	2	-2	10	1	0	-2
CC1(C)CC(=O)C2=C(C1)OC(N)=C(C#N)C21CCN(C(=O)OCc2ccccc2)CC1	-4	0	14	2	-8	4	3	-2	-8
CCOC(=O)N1CCN(Cc2nc(N)nc(Nc3ccc(OCC)cc3)n2)CC1	4	5	6	-1	7	6	4	3	-10
Cc1ccc(C)c(C(=O)COC(=O)Cn2[nH]c(=O)c3ccccc3c2=O)c1	4	5	1	-2	-2	4	3	-4	x
COc1cccc(NC(=O)Cn2nnc(C(=O)NCc3ccc4c(c3)OCO4)c2N)c1	-1	8	3	-3	-3	4	0	0	-8
N#Cc1c(C(F)(F)F)cc(-c2ccccc2)[nH]c1=O	-7	6	-8	0	2	-3	1	3	10
CC(C)(O)[C@H](O)Cc1cc2ccc(=O)oc2cc1O[C@@H]1O[C@H](CO)[C@@H](O)[C@H](O)[C@H]1O	x	x	3	x	-4	8	-1	1	x
O=[N+]([O-])c1cccc(-c2noc(-c3ccco3)n2)c1	6	13	9	8	4	1	-2	3	-11
CC1(C)CC(=O)c2c(O)cc(OCc3ccc(Br)cc3)cc2O1	-6	-4	19	-2	-1	1	18	-8	1
O=C(CCc1ccccc1)NC(NC(=S)Nc1cccc(Cl)c1)C(Cl)(Cl)Cl (stereo unspecified)	-34	11	7	-17	-16	-6	1	-6	8

Just LYPLA1 inh, for 2 of the compounds above:
structure | LYPLA1 inh
O=C(N/N=C/c1ccncc1)C1CC1(c1ccccc1)c1ccccc1 (stereo unspecified) | -2
Cc1ccc(N2C(N)=C(C#N)C(c3ccsc3)C3=C2CC(C)(C)CC3=O)cc1 (stereo unspecified) | -2
